NR2F2 inh = inhibitors of human COUP-TFII (NR2F2); P24468; HEK293T NGFI-A luciferase reporter, luminescence; inhibition, % at 8.6 µM; 370,000 tested, 0.7% active; AID 686940;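 active = inhibition above a per-plate cutoff, mean inhibition of test wells between control levels plus 3 SD, cut at about 38% in these data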;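 note: cells cotransfected with COUP-TFII expression vector driving the NGFI-A reporter; 0% = median of COUP-TF2 test wells and 100% = reporter-only cells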
NR5A2 inv ag = suppresses constitutive activity of human LRH-1 | O00482 | HEK293T StAR-luciferase reporter, LRH-1 transfected, 24 h | inhibition, % at 3.6 µM | 360,000 tested, 0.13% active | AID 602396;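 active = inhibition above the mean inhibition of all tested compounds plus 3 SD, cut at about 73% in these data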;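 note: 0% = DMSO wells and 100% = reporter-only cells lacking LRH-1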
C8 TRAIL sens = caspase-8 TRAIL sensitization; NB7+C8 cells + TRAIL, ATPlite viability luminescence; inhibition (viability loss, TRAIL sensitization), % at 10 µM; 360,000 tested, 1% active;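 active = compounds causing at least 50% loss of cell viability in the single-dose screen, relative to plate controls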
NCOA2 inhibitor = human SRC2 (NCOA2) inhibition | Q15596 | HEK293 GAL4-SRC2 luciferase reporter, luminescence | inhibition, % at 9 µM | 370,000 tested, 0.17% active;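 active = inhibition above the mean inhibition of all tested compounds plus 3 SD, set per campaign, cut at about 52% in these data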;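 note: 0% = DMSO treated cells and 100% = cells given Gossypol at 36 µM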
SRC1 inh = inhibitors of human steroid receptor coactivator 1 (SRC1); Q15788; inhibition, % at 3.6 µM; 360,000 tested, 0.12% active; HEK293 GAL4-SRC1 luciferase reporter, luminescence;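 active = inhibition above the campaign mean plus 3 SD, with each screening campaign given its own cutoff, cut at about 60% in these data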;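 note: 0% = DMSO treated cells and 100% = gossypol at 36 µM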
NOD2-RIPK2 inh = blocks binding of human NOD2 to RIPK2. CHO BLA complementation NOD2-RIPK2, CCF4 ratio. 360,000 tested, 0.38% active. O43353. inhibition, % at 4.98 µM; in the data active = inhibition above about 21%;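 note: 0% = vehicle only and 100% = reference blocker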
Vif inh = HIV Vif inhibition. HEK293T cells, Vif self-association by quenched fluorescence, imaging, 24 h. inhibition, % at 7.49 µM. AID 602346. 340,000 tested, 0.35% active; in the data active = inhibition above about 50%, passing the limit was not always enough; note: some results filed as inactive read as strong as hits
TLR9-MyD88 inh = TLR9-MyD88 interaction inhibition | Q9NR96+Q99836 | CHO BLA complementation TLR9-MyD88, CCF4 FRET ratio | AID 504734 | 340,000 tested, 0.21% active | inhibition, % at 4.98 µM;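 active = inhibition above the mean over all tested compounds plus 3 SD, cut at about 21% in these data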;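 note: 0% = DMSO only wells and 100% = clavulanate BLA inhibitor control wells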
NCOA3 inh = inhibitors of human steroid receptor coactivator 3 (SRC3); Q9Y6Q9; HEK293 GAL4-SRC3 luciferase reporter, luminescence; inhibition, % at 3.6 µM; 360,000 tested, 0.17% active;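 active = inhibition above a per-campaign cutoff, the mean of all compounds plus 3 SD, cut at about 60% in these data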;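 note: 0% = DMSO-treated cells and 100% = gossypol-treated cells at 36 µM; higher means less SRC3-driven luciferase light from the GAL4 reporter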
LMP1 NFkB inh = reduces LMP1-driven NF-kappaB luciferase signal. inhibition, % at 12.5 µM. 350,000 tested, 0.69% active. AID 504558. LMP1-induced NF-kappaB luciferase reporter cells, luminescence; in the data active = inhibition above about 41%;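 note: 0% = neutral control wells and 100% = reference inhibitor control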
TROY NFkB inh = inhibitors of TROY-dependent NF-kB signaling; Q293 LMP1-TROYcd NF-kB luciferase reporter, 4 h; inhibition, % at 10 µM; 360,000 tested, 0.98% active; AID 1347056;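 active = compounds whose plate-normalised and pattern-corrected inhibition of the luciferase reporter signal at the single screening dose is 50% or more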
Active calls of the source: *; . = not tested or not shown.

SMILES	NR2F2 inh	NR5A2 inv ag	C8 TRAIL sens	NCOA2 inhibitor	SRC1 inh	NOD2-RIPK2 inh	Vif inh	TLR9-MyD88 inh	NCOA3 inh	LMP1 NFkB inh	TROY NFkB inh
COc1ccccc1N1CCN(S(=O)(=O)CCNC(=O)C2CC2)CC1	24	-1	-12	12	-7	-1	-5	-23	24	-3	8
CCOC(=O)c1ccccc1NC(=O)CSc1ccc(-c2cccnc2)nn1	18	16	-1	-16	-1	-8	1	3	20	5	-3
Cc1cc(C(=O)N/N=C(\CCC(=O)O)c2cccs2)c2ccccc2n1	9	9	8	12	4	-2	6	-2	10	6	3
CC(=O)Nc1ccc(NS(=O)(=O)c2ccc3[nH]c(=O)[nH]c3c2)cc1	-4	0	12	19	-28	-4	-4	1	8	4	-23
O=C(Cn1cc([N+](=O)[O-])ccc1=O)NCc1ccc(Cl)cc1Cl	-4	-11	19	-12	-12	-9	3	1	-13	-1	20
COc1cc(SC)ccc1C(=O)Nc1nc(C)cc(C)n1	-2	0	14	-15	-3	-4	19	-2	-11	-5	1
CN(Cc1ccccc1)C(=O)c1cccc(NC(=O)Cc2ccc(NC(=O)C3CCN(C(=O)CCc4ccccc4)CC3)cc2)c1	70*	7	20	31	15	-1	-12	-4	8	11	57*
Cc1ccc(C2(c3noc(CN(C)Cc4cccnc4)n3)CCCC2)cc1	0	10	-4	1	-9	4	1	1	-2	-8	-4
COc1ccc(-c2nnn(CC(=O)c3ccc4c(c3)OCCO4)n2)cc1OC	-16	-5	-12	-1	6	-3	-3	-3	6	-10	5
COC(=O)C1=C(CN2CCc3ccccc32)NC(=O)NC1c1cc(C)ccc1C (stereo unspecified)	11	11	-6	2	-22	-7	2	7	8	-6	13
CC(C)CC1NC(=O)c2cc3ccccc3cc2-n2c1nc1ccc(F)cc1c2=O (stereo unspecified)	-5	2	35	20	4	-11	-8	-16	-10	11	23
COc1cc(/C=C/C(=O)OCC(=O)N2CCN(S(=O)(=O)c3ccc(C)cc3C)CC2)ccc1O	21	8	20	16	5	11	-6	2	-5	-5	8
CCCC(C)c1nnc(NC(=O)C(=O)OCC)s1 (stereo unspecified)	-6	-2	-1	0	-9	-15	0	3	11	0	7
CCOC(=O)CCCCCC(=O)Nc1ccc2c(c1)C(=O)N([C@H](C)CO)C[C@@H](C)[C@H](CN(C)S(=O)(=O)c1cn(C)cn1)O2	-5	12	-18	1	6	-9	3	0	5	32	-3
CCc1c(C)sc(NC(=O)Cc2ccccc2C)c1C(=O)N1CCOCC1	-7	6	0	-16	7	-9	6	2	5	4	7
O=C(Nc1nncs1)c1cccc(S(=O)(=O)N2CCOCC2)c1	8	9	-4	-4	-32	2	-5	-7	10	1	-22
CS(=O)(=O)c1ccc(C(=O)OCC(=O)NC23CC4CC(CC(C4)C2)C3)cc1[N+](=O)[O-]	-3	5	-5	-6	-19	-6	.	-2	3	-6	73*
CC(C)COc1ccc(-c2nn(-c3ccccc3)cc2C(=O)Nc2nccs2)cc1	28	6	-2	13	-14	-3	-2	-13	15	5	-18
CN(C(=O)COC(=O)COc1ccc2ccccc2c1)c1c(N)n(Cc2ccccc2)c(=O)[nH]c1=O	-3	-4	-2	11	-14	-4	-5	-4	3	-4	4
COc1ccc(CCN2CC(C(=O)NCCc3ccccc3C)CCC2=O)cc1 (stereo unspecified)	14	2	-1	3	-15	0	1	9	1	-8	-7
CS(=O)(=O)N(CCc1ccccc1)CC(=O)NCc1ccccc1	1	4	1	6	-9	-4	-3	-3	5	1	-19
CCOc1ccc(NC(=O)C2CCCN(S(=O)(=O)c3cnc[nH]3)C2)cc1 (stereo unspecified)	.	5	-11	.	-5	-23	7	9	13	-6	-4
NNC(=S)Nc1ccccc1Cl	31	-24	-7	-32	0	1	-1	-3	22	0	14
Cc1cc(N2C(=O)C(O)=C(C(=O)c3cc4ccccc4o3)C2c2ccc(OC(C)C)cc2)no1 (stereo unspecified)	-2	-19	11	-40	-62	0	4	0	-23	6	-10
CC(C)(C)c1ccc(OCCC(=O)OCC(=O)NC2CC2)cc1	43*	6	-1	40	13	-12	5	-3	-2	0	-6
CC(=O)Cc1nsc(NC(=O)c2ccc(-c3ccc(Cl)c(Cl)c3)o2)n1	10	4	0	-8	-5	3	0	3	7	-2	-24
CC1(C)OCC(N)(CO)CO1	3	6	11	10	0	-1	-4	3	-19	-4	7
O=C1/C(=C/c2cccs2)SC(=S)N1CCCC(=O)N(CCO)c1ccccc1	-11	-2	3	-10	0	7	-3	-8	6	4	-4
CCOC(=O)c1cc2c(=O)n3ccccc3nc2n(Cc2ccco2)c1=NC(=O)c1ccccc1OCC	14	-13	-8	-4	1	-4	-4	-7	8	1	13
O=C(NCC1CCCO1)c1cn(Cc2ccccc2Cl)nc1-c1ccccc1 (stereo unspecified)	-6	-10	-13	-30	1	-13	1	-7	-4	5	-12
Cn1nc(C(=O)Nc2sccc2C(N)=O)ccc1=O	-12	5	-5	-36	-13	-4	6	-4	15	3	-35
O=C(CN1CCN(C(=O)c2ccc(-c3nc4ccccc4s3)o2)CC1)Nc1cccc(F)c1	-9	-5	6	9	0	-9	.	6	9	-1	-8
NS(=O)(=O)c1cccc(NC(=O)CN2CCC(Cc3ccccc3)CC2)c1	12	14	11	-29	-5	-11	5	6	9	-12	16
CCOC(=O)c1ccc(S(=O)(=O)N2CCNCC2)cc1	11	-19	2	5	-12	-13	-3	7	3	1	-5
CC1CCC(NC(=O)CSc2nnnn2C)CC1 (stereo unspecified)	3	-38	-6	-20	-8	-8	18	-2	13	-3	-15
Clc1ccc(/C=N/N2CCN(Cc3ccccc3Cl)CC2)cc1	11	19	6	7	-11	8	3	5	11	-26	-27
CCCCCCCCNS(=O)(=O)CCNCCCC	4	3	10	-8	-11	-1	0	-2	9	-4	-2
O=C(Nc1nnc(C2CC2)o1)c1ccc(S(=O)(=O)N2CCCCC2)cc1	-7	2	19	2	-10	-8	4	2	0	6	1
Cc1cc(C)n2nc(C(=O)OCC(=O)N(CC(C)C)CC(C)C)nc2n1	-16	19	-10	-22	2	1	-1	-4	14	-9	-1
COc1ccc(CNC(=O)c2cccc(N(C)C)c2)cc1	-9	3	-10	-8	-12	-6	-13	0	-27	-9	-19
COc1ccc(NC(=O)c2sc(NC(=O)C3CC3)nc2C)cc1	-1	10	0	-8	9	6	-2	5	4	-7	9
O=C(/C=C/c1ccc(Br)cc1)c1ccc(NC(=O)c2ccco2)cc1	-11	-29	-6	-8	-5	2	-6	-7	-8	-2	-38
COc1ccc(COn2nnc3ccc(S(=O)(=O)N4CCOCC4)cc32)cc1F	-10	-5	-4	5	-3	-9	6	1	-2	-3	-10
CC1(C)OC(=O)C(=CNCC(O)c2ccccc2)C(=O)O1 (stereo unspecified)	-4	0	-15	3	7	-1	12	-2	11	-3	-1
COc1ccc(C)cc1N/C(N)=N/c1nc(C)cc(C)n1	-1	17	-1	6	5	-2	24	-5	3	4	2
Cn1c(-c2ccccc2)c[n+]2c1-c1ccccc1C2	15	-6	8	-14	-22	4	-1	10	-23	5	4
COCCNC(=O)c1c(N)n(/N=C/c2ccc(F)cc2)c2nc3ccccc3nc12	2	12	14	18	10	-8	3	.	12	.	2
CCC(C(=O)NCCN1CCOCC1)n1c2ccccc2c2nc(=O)cc(C)n21 (stereo unspecified)	-4	8	-12	-14	-4	1	1	1	-52	-2	5
CCS(=O)(=O)c1ccc(C(=O)NC2CC2)c(Cl)c1Cl	-2	11	-9	-7	6	-7	5	-1	10	0	-8
CCC(C)(C)C1CCC2(CC1)NC(=O)N(CC(=O)N(C)CC(=O)Nc1ccccc1C(F)(F)F)C2=O (stereo unspecified)	1	-35	-12	-9	2	-12	-17	-19	-21	12	23
COc1cccc(NC(=O)CN(c2ccc3c(c2)OCO3)S(C)(=O)=O)c1	2	-2	-14	-2	-3	-9	9	.	-1	-5	11
CC1CCC(NS(=O)(=O)c2ccc(Cl)s2)CC1 (stereo unspecified)	-8	4	-7	-15	-10	1	10	-3	18	-1	8
COc1cc(C(=O)Nc2nnc(C3CC3)s2)ccc1OCc1c(C)noc1C	8	-10	-9	17	-14	-1	-2	3	11	4	16
CCOC(=O)C1CCCN(Cc2cc(=O)oc3cc(C)c(C)cc23)C1 (stereo unspecified)	-11	-12	5	-3	-12	-5	-3	13	-3	-8	-46
COc1ccc(-c2cc(CCCC(=O)NCc3ccccn3)no2)cc1	-42	-36	-3	-5	-43	6	4	3	-34	-5	18
COc1ccc(CCNC(=O)COC(=O)/C=C/c2cc(OC)ccc2OC)cc1	-9	-12	-2	-33	12	-3	-1	-6	-7	-5	4
CC(C)c1ccc(NC2CCCN(C(=O)CSc3nncn3C)C2)cc1 (stereo unspecified)	-15	12	-6	-6	10	-11	9	8	-4	1	-20
Cc1ccc(C)c(S(=O)(=O)Nc2ccc(S(=O)(=O)Nc3ncccn3)cc2)c1	-6	-4	-5	-11	-8	7	-10	-10	14	0	-6
N#C/C(=C(/O)C(Cl)(Cl)Cl)c1nc2ccccc2[nH]1	6	2	-4	4	0	-4	-7	3	18	-12	39
COc1ccc(NC(=O)Nc2nc(C)cc(C)n2)c(OC)c1	16	7	18	12	8	-2	-16	1	30	5	10

Record cards, as listed above. Values in the order: NR2F2 inh, NR5A2 inv ag, C8 TRAIL sens, NCOA2 inhibitor, SRC1 inh, NOD2-RIPK2 inh, Vif inh, TLR9-MyD88 inh, NCOA3 inh, LMP1 NFkB inh, TROY NFkB inh
Cc1ccc(C)c(S(=O)(=O)Nc2ccc(S(=O)(=O)Nc3ncccn3)cc2)c1 in the list: -6, -4, -5, -11, -8, 7, -10, -10, 14, 0, -6
Cn1c(-c2ccccc2)c[n+]2c1-c1ccccc1C2 in the list: 15, -6, 8, -14, -22, 4, -1, 10, -23, 5, 4
CCC(C)(C)C1CCC2(CC1)NC(=O)N(CC(=O)N(C)CC(=O)Nc1ccccc1C(F)(F)F)C2=O (stereo unspecified) in the list: 1, -35, -12, -9, 2, -12, -17, -19, -21, 12, 23

Later entries
SMILES	NR2F2 inh	NR5A2 inv ag	C8 TRAIL sens	NCOA2 inhibitor	SRC1 inh	NOD2-RIPK2 inh	Vif inh	TLR9-MyD88 inh	NCOA3 inh	LMP1 NFkB inh	TROY NFkB inh
NS(=O)(=O)c1cccc(NC(=O)COC(=O)/C=C/c2ccco2)c1	-2	3	-3	-6	-1	12	41	0	14	-5	24
O=C(NC1CCCCC1)C(c1ccccc1)N(C(=O)Cc1ccsc1)c1ccccc1 (stereo unspecified)	-7	14	3	-1	7	2	7	-1	16	9	-1
O=C(CCl)Nc1cccc(Oc2cnccn2)c1	15	52	11	8	-41	-1	1	-17	-26	-10	-6
COc1ccc(Cc2[nH]n3c(=O)cc(C)nc3c2-c2ccccc2)cc1	0	3	-1	11	4	-21	14	-4	3	-9	-4
COCCNC(=O)Cn1cc(/C=C(\C#N)C(=O)NC2CCCC2)c2ccccc21	6	2	2	-24	7	4	0	-13	4	-2	13
CC(C)C(=O)Nc1cccc(NC(=S)NC(=O)C(c2ccccc2)c2ccccc2)c1	-9	15	24	7	2	-4	3	4	4	2	27
CN(C)c1ccc2c(c1)C(=NO)c1ccccc1-2	.	-96	-10	.	-74	-3	-1	2	-95	-38	-44
Cc1ccc2c(c1)C1(OCCO1)C(=O)N2	-1	-1	23	10	-7	-4	8	-3	2	7	-6

Some of the compounds tested; rates above refer to the full screens.
